Assay outcomes: PubChem, National Center for Advancing Translational Sciences (NCATS)
EPAC2 agonist – EPAC2 (human) agonism; 360,000 tested, 0.079% active; Potency, µM (titrated, usually from 154 µM), for the others: at the highest dose activation, hits mostly activators; Q8WZA2; EPAC2 activation, biochemical qHTS; response scale: 100% = 6.5 mM cAMP response; note: potency is the fitted concentration of half-maximal effect; nearly all actives have a fitted effect of over 50% in size
Target sequence (Q8WZA2 whole entry, looked up): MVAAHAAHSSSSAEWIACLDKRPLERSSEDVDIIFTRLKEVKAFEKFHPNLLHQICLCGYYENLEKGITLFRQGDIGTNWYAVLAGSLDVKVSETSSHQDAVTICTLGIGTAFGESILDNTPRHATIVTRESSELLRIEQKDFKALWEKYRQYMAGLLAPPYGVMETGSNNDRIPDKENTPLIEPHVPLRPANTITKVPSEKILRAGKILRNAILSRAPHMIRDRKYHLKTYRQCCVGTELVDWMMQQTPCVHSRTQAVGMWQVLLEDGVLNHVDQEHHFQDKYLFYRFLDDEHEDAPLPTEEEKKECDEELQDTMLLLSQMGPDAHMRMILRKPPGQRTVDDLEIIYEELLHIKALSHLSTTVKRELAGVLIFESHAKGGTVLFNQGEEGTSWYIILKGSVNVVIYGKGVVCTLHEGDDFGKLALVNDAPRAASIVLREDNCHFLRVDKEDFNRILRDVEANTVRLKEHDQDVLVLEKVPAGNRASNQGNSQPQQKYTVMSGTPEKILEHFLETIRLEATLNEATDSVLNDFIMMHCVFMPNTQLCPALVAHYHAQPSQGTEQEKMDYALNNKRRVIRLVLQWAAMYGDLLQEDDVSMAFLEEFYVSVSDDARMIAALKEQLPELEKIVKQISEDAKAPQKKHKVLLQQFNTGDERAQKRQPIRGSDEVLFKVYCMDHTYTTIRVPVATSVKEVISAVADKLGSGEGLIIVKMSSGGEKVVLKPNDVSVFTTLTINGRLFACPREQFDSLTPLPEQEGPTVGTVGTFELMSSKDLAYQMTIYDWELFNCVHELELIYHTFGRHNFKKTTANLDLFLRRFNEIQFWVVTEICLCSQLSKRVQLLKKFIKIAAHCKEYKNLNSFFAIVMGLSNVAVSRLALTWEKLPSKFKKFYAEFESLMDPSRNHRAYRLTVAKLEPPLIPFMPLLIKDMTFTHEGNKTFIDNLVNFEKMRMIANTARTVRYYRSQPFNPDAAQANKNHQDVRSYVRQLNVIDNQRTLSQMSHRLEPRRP
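Each well held 100 nM EPAC2, 250 nM RAP1B-BODIPY-GDP and 50 uM GDP. Fluorescence, read at 5-min intervals to 30 min, was referenced to a 6.5 mM cAMP positive control.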
EPAC2 antag – blocks human EPAC2 exchange factor; Q8WZA2; EPAC2 GEF exchange of Rap1B-BODIPY-GDP, fluorescence; Potency, µM (top dose mostly 114 µM), for inactives: at the highest dose activity, negative = inhibition, actives largely listed as inhibitors; 360,000 tested, 0.18% active; AID 720708; note: potency is the fitted concentration of half-maximal effect; % is set by controls: 0 for no effect and ±100 for the full control effect; nearly all actives have a fitted effect of over 45% in size; many of its hits are not listed in these tables
D3 ag – D3 dopamine receptor (human) agonism; P35462; D3R DiscoveRx beta-arrestin cells, luminescence, 90 min; max activation, %; 410,000 tested, 0.58% active; AID 652048; in the data active = max activation above about 30%; note: 0% is about no effect; mostly tested at two doses, the higher about 12 µM
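Agonist-mode cell screen: cells plated at 1500/well and incubated overnight at 37 °C, then exposed to library compounds for 90 min at 37 °C. Detection reagent was added for 30–60 min at room temperature, and luminescence was read.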
FUS yeast rescue – FUS proteinopathy suppression in yeast; AID 1347120; Potency, µM (titrated, usually from 76.6 µM), without a hit: top-dose growth rescue (activation), usual class: activators; S. cerevisiae FUS-expressing, growth rescue, OD600, 24 h; 390,000 tested, 0.24% active;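 note: potency is the fitted concentration of half-maximal effect; plate controls were DMSO vehicle for no effect and reference control for full effect; nearly all actives have a fitted effect of over 55% in size; some results filed as inactive show a strong effect at the top dose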
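Yeast FUS proteinopathy model; galactose-induced FUS (2%), starting OD 0.005. Cpds in dilution series, 24hr, 30C, 99% humidity. Abs 600 nm growth. Pos ctrl CP55940 (top 92uM final); neg ctrl DMSO.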
aSyn rescue – alpha-synuclein toxicity inhibition in yeast | 370,000 tested, 0.14% active | Potency, µM (doses to about 46.1 µM), without a hit: top-dose growth rescue (activation), actives largely listed as activators | AID 652106 | Yeast expressing alpha-synuclein, growth rescue, BacTiter-Glo, 24 h; note: potency is the fitted concentration of half-maximal effect; % of control where 0% means no effect; nearly all actives have a fitted effect of over 65% in size
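Screening used galactose-induced yeast with toxic alpha-synuclein levels, exposed to compound for 24 hr at 30 deg C. Cell growth, read with BacTiter-Glo luminescence, gave the measured signal.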
TDP-43 yeast inh – inhibitors of TDP-43 toxicity in yeast; 410,000 tested, 1.8% active; TDP-43 expressing yeast growth rescue, BacTiter-Glo, 24 h; Potency, µM (series often up to 46.1 µM), inactives show top-dose growth rescue (activation), usual class: activators; note: potency is the fitted concentration of half-maximal effect; % of control where 0% means no effect; nearly all actives have a fitted effect of over 50% in size
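Cell-based yeast growth screen: TDP-43 expression induced in galactose, inoculum OD600=0.02 after raffinose pregrowth to mid-log. Read-out BacTiter-Glo luminescence at 24 hr, 30 deg C; inhibition of toxicity seen as signal increase.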
D3 antag – antagonists of human D3 dopamine receptor | max response, negative = inhibition, % | 360,000 tested, 2.5% active | P35462 | D3R cells, DiscoveRx beta-arrestin luminescence, antagonist mode; stronger effect = lower value; in the data active = max response below about -50%; inconclusive = no clear call, values can overlap the other calls; note: % is set by controls: 0 for no effect and ±100 for the full control effect; mostly tested at two doses, the higher about 12 µM
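Cells plated overnight at 1500 cells/well, then exposed to library compounds with dopamine controls for 90 minutes at 37 degrees C. DiscoveRx reagent added for 30–60 minutes at room temperature; luminescence read, quantitative HTS format.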
Abeta yeast res – restores growth of yeast expressing A-beta42 peptide. yeast expressing A-beta42, growth rescue, OD600, 48 h; response scale: 0% DMSO, 100% iron-clioquinol control. Potency, µM (titrated, usually from 46.1 µM), for inactives: at the top dose growth rescue, actives largely listed as activators. 410,000 tested, 0.063% active; note: potency is the fitted concentration of half-maximal effect; nearly all actives have a fitted effect of over 55% in size
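Yeast A-beta toxicity model in growth medium with pinned compounds, 48 h at 30 C; growth read as absorbance at 600 nm. Normalized to FeCl3/clioquinol equimolar mix (positive) and DMSO (negative).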
* marks the source's active call; other numbers are inactive results; ? = inconclusive; / = no result given; & = joins results of further samples; [ ] = remark or other dose. Unless noted, calls come from the whole dose curve; as a rule, active = well fitted curve in the direction sought with a large enough effect; inconclusive = small, poorly fitted or top-dose-only effect, or another doubt; inactive = no such curve, though single readings can be large; an effect the other way counts as inactive or inconclusive. This is a subset, so the mix of outcomes need not match the whole.

Sample of the layout:
SMILES	EPAC2 agonist	EPAC2 antag	D3 ag	FUS yeast rescue	aSyn rescue	TDP-43 yeast inh	D3 antag	Abeta yeast res
O=C(CSc1nc(-c2ccccc2)cs1)NCCN1C(=O)CSC1=O	13%	0%	0	14%	-15%	-2%	-11	1%
O=C(Nc1ccc2oc(-c3ccc4ccccc4c3)nc2c1)c1cc(Cl)ccc1Cl	/	/	-3	16%	/	-12%	/	0%
COc1cccc(N(CC(=O)N2CCCCCC2)S(C)(=O)=O)c1	7%	0%	10	-22%	16%	27%	14	15%
COc1ccc(N(C(=O)C2COc3ccccc3O2)C(C(=O)NC2CCCCC2)c2ccccc2)cc1OC (stereo unspecified)	3%	-2%	-2	/	1%	0%	4	21%
O=C(NNC(=O)C1CCN(Cc2cccc(F)c2)CC1)c1cccs1	7%	-3%	11	-14%	-1%	-14%	12	-14%
Cc1nc(-c2ccc(Cl)cc2)sc1C(=O)NNC(=O)C(C)C	3%	4%	0	8%	6%	-2%	0	-15%
CCOC(=O)C1CC(=O)c2ccccc2C1c1ccccc1 (stereo unspecified)	7%	?	-3	4%	-10%	4%	2	-37%[inhibitor]

Main list (from the top)
SMILES	EPAC2 agonist	EPAC2 antag	D3 ag	FUS yeast rescue	aSyn rescue	TDP-43 yeast inh	D3 antag	Abeta yeast res
O=C(CSc1nc(-c2ccccc2)cs1)NCCN1C(=O)CSC1=O	13%	0%	0	14%	-15%	-2%	-11	1%
O=C(Nc1ccc2oc(-c3ccc4ccccc4c3)nc2c1)c1cc(Cl)ccc1Cl	/	/	-3	16%	/	-12%	/	0%
COc1cccc(N(CC(=O)N2CCCCCC2)S(C)(=O)=O)c1	7%	0%	10	-22%	16%	27%	14	15%
COc1ccc(N(C(=O)C2COc3ccccc3O2)C(C(=O)NC2CCCCC2)c2ccccc2)cc1OC (stereo unspecified)	3%	-2%	-2	/	1%	0%	4	21%
O=C(NNC(=O)C1CCN(Cc2cccc(F)c2)CC1)c1cccs1	7%	-3%	11	-14%	-1%	-14%	12	-14%
Cc1nc(-c2ccc(Cl)cc2)sc1C(=O)NNC(=O)C(C)C	3%	4%	0	8%	6%	-2%	0	-15%
CCOC(=O)C1CC(=O)c2ccccc2C1c1ccccc1 (stereo unspecified)	7%	?	-3	4%	-10%	4%	2	-37%[inhibitor]
O=C(NCc1ccc(F)cc1)C1CCCN(S(=O)(=O)c2cccnc2)C1 (stereo unspecified)	7%	0%	-3	7%	2%	23%	3	-6%
Cc1ccc(C(C(=O)NCc2ccco2)N(C(=O)CNC(=O)c2cccs2)c2ccc(C)cc2C)cc1 (stereo unspecified)	1%	4%	-10	-6%	0%	-22%	-20	-2%
COc1ccc(N2CCC(CNC(=S)Nc3c(C)cccc3C)C2)cc1 (stereo unspecified)	-5%	-7%	-1	27%	3%	-2%	4	?
O=C(NCCN1CCOCC1)C(=O)c1c[nH]c2ccccc12	-3%	3%	0	-18%	4%	20%	8	0%
CCCN1CCN(CCCNC(=O)c2ccc3c(c2)sc2nc(-c4ccc(OCC)cc4)cn23)CC1	/	/	-12	-2%	/	-43%[inhibitor]	/	-38%[inhibitor]
O=C(NC1CCCCC1)N1CCC(c2nc(-c3ccc(S(=O)(=O)N4CCCC4)cc3)no2)CC1	-18%	-2%	-6	/	-9%	16%	-18	14%
Cc1ccc2oc(=O)n(CCC(=O)Nc3ccc(N4CCOCC4)cc3)c2c1	9%	0%	5	15%	-1%	19%	10	10%
C=CCn1c(SCC(=O)Nc2sccc2C(N)=O)nc2sc(CC)cc2c1=O	14%	-12%	35*	-7%	-8%	28%	75	20%
Cc1cc(NS(=O)(=O)c2ccc(NC(=O)Cc3cccs3)cc2)no1	-4%	7%	-6	24%	3%	-17%	13	3%
O=C1c2ccccc2C(=O)c2c([N+](=O)[O-])ccc(O)c21	13%	13%	10	14%	-3%	-5%[1.82 µM]	0	8%
O=c1[nH]c(Sc2ccc([N+](=O)[O-])cc2[N+](=O)[O-])nc2ccccc12	10%	1%	-7	23%	-16%	13µM*	-1	-67%[inhibitor]
Cc1cc(C)c(C)c(S(=O)(=O)NCc2ccc(C(=O)N3CCN(C)CC3)cc2)c1C	13%	1%	-6	1%	-8%	-3%	-5	0%
CC1(C)Cc2[nH]c(=S)c(C#N)cc2CO1	-3%	-8%	-3	27%	5%	-8%	?	9%
CCN(CC)c1ccc(CN(C(=O)c2ccco2)C2CCS(=O)(=O)C2)cc1 (stereo unspecified)	5%	0%	-2	33%	0%	-11%	23	-9%
CC1(C(=O)NS(=O)(=O)C2CC2)CCCN(C(=O)c2ccc3ccccc3c2)C1 (stereo unspecified)	10%	9%	7	0%	-1%	10%	14	-8%
COc1ccc(Cc2nc3ccccc3c(=O)n2N)cc1OC	9%	-1%	0	4%	-8%	-2%	4	-14%
COc1ccc(CN(C(=O)c2ccco2)c2ccccc2)cc1	-6%[15.6 µM]	-76%	1	11%	14%	?	-13	7%
Nc1cc2c(cc1Cl)-c1ccc([N+](=O)[O-])cc1C2=NO	9%	9%	-11	/	-9%	?	20	-22%

Look-ups from the results shown.
In D3 ag, Cc1cc(C)c(C)c(S(=O)(=O)NCc2ccc(C(=O)N3CCN(C)CC3)cc2)c1C has the entry -6
In EPAC2 agonist, Cc1cc(NS(=O)(=O)c2ccc(NC(=O)Cc3cccs3)cc2)no1 has the entry -4%

(further entries)
SMILES	EPAC2 agonist	EPAC2 antag	D3 ag	FUS yeast rescue	aSyn rescue	TDP-43 yeast inh	D3 antag	Abeta yeast res
Cc1ccc(N2C(=O)CC(N(CCc3ccccc3)C(=S)Nc3ccc(N(C)C)cc3)C2=O)cc1 (stereo unspecified)	-3%	12%	8	?	-1%	0%	1	-4%
Cc1ccc(-n2nc(CO)c(C(=O)NCc3cccnc3)n2)cc1	/	/	2	15%	/	14%	/	1%
CCN(CC(=O)N1CCc2ccccc2C1)S(=O)(=O)c1ccc2ccccc2c1	3%	-2%	-13	24%	2%	-15%	18	10%
O=C(c1ccc(O)cc1)c1ccc(C(=O)O)c(C(=O)O)c1	7%	0%	2	10%	2%	8%	-10	12%
Nc1c(S(=O)(=O)O)cc(NC(=O)c2ccccc2)c2c1C(=O)c1ccccc1C2=O	0%	40µM*	-9	6%	-19%	-10%	-23	-46%[inhibitor]
C#CCOCC1CN(C)C(=O)O1 (stereo unspecified)	11%	0%	-9	-27%	-1%	-3%	-9	-3%
CCOC(=O)C1CCCN(S(=O)(=O)c2cc(OCC(=O)NC3CCCCC3)c(C)cc2Cl)C1 (stereo unspecified)	9%	-6%[57.1 µM]	2	4%	2%	-3%	-7	13%
CCOc1ccc(N2C(=O)CC(SCC(=O)O)C2=O)cc1 (stereo unspecified)	12%	2%	1	-7%	-1%	4%	-11	-13%
COc1ccc(NC(=S)Nc2cnc3ccccc3c2)c(OC)c1	6%	8%	1	-18%	1%	15%	2	5%
Cc1ccc(S(=O)(=O)N2CCOCC2)cc1C(=O)OC1CCOC1=O (stereo unspecified)	-5%	10%	1	-6%	13%	17%	8	4%
O=C(Cc1ccc([N+](=O)[O-])cc1)N1CCc2ccccc2C1	11%	0%	-14	5%	-1%	11%	-10	-2%
Cc1cc(NC(=O)CSc2nnc(-c3ccc(O)cc3)o2)no1	0%	-7%	6	-5%	-1%	4%	16	-5%
CSc1nc(Cc2ccc(Cl)cc2)nc2ccccc12	14%	6%	-1	18%	-2%	5%	40	0%
Cc1csc(NC(=O)CSc2nnc(-c3ccoc3C)n2C(C)c2ccccc2)n1 (stereo unspecified)	0%	-26%	8	31%	11%	-17%	2	-3%
Cc1ccc(C(=O)NCCc2ccc(Cl)cc2)cc1-n1c(C)nc2cccnc21	/	/	5	14%	/	11%	/	-12%
CC(=O)OC1C=CCC2C(=O)c3cccc(O)c3C(O)C12 (stereo unspecified)	3%	-2%	2	/	2%	?	12	3%
CSc1cccc(NC(=O)C2CCN(S(=O)(=O)c3ccc4[nH]c(=O)ccc4c3)CC2)c1	/	/	0	-4%	4%	?	/	-5%
CN(CC(=O)Nc1ccc(N2CCOCC2)cc1)CC(=O)Nc1ccccc1C#N	5%	4%	3	/	5%	10%	36	14%
CCOc1ccc(S(=O)(=O)N2CCC(C(=O)NCc3ccncc3)CC2)cc1Cl	-5%	-15%	8	-30%	-8%	-3%	-1	-6%
Cc1nc(N2CCCCC2)[nH]c(=O)c1CN(C)N=O	8%	4%	7	-1%	0%	11%	15	0%
N/C(=N\OC(=O)CCCc1ccccc1)c1ccccc1	7%	-11%	1	13%	2%	?	0	23%
CCOC(=O)CSc1cc(CSc2ccccc2)nc(-c2ccccc2)n1	11%	3%	0	7%	-8%	0%	37	0%
CS(=O)(=O)N1CCN(c2ccc(C(=O)NC3C4CC5CC(C4)CC3C5)cc2[N+](=O)[O-])CC1 (stereo unspecified)	-9%	-10%	2	?	6%	-4%	2	24%
O=C1NC[C@H](Cc2ccc(O)cc2)N(C[C@@H]2CCCN2C[C@H](Cc2ccccc2)N2C[C@H](Cc3ccc(O)cc3)N(CC3CCCCC3)C(=O)C2=O)C1=O	9%	-5%	-12	22%	1%	8%	-12	-3%
Cc1ccc(NC(=S)N(Cc2ccccc2)Cc2cccs2)c(C)c1	22%	-6%	-8	13%	2%	1%	-8	?
CCOC(=O)C1CCCN(C(=O)Cn2ncc3c([nH]c4ccc(C)cc43)c2=O)C1 (stereo unspecified)	8%	-4%	-7&9	34%&9%	13%	1%&22%	25	-14%&5%
